From PubChem
CSM14.1 death rescue: protection against thapsigargin-triggered cell killing – 384-well, CSM14.1, ATP luminescence, primary screen (AID 1222); cellular ATP content (survival), % at 20 µM; hits with a dose series show EC50 in µM; 190,000 tested, under 10 active; CSM14.1 thapsigargin-induced death rescue, ATP luminescence; higher % means a stronger effect;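 active = EC50 below 50 µM in the dose-response confirmation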;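 note: death triggered by thapsigargin at about 15 µM added after 2 h compound pretreatment; cell ATP read after overnight thapsigargin exposure of roughly 18 to 22 hours; normalized against plate controls of thapsigargin alone and 5% DMSO vehicle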
NOD2 inhibition: NOD2 signaling inhibitors, cell-based, luminescence, uHTS, HEK293 (AID 1566) | HEK293 NOD2/NF-kB luciferase reporter, luminescence; higher % means a stronger effect | inhibition, % at 4 µM; hits with a dose series show EC50 in µM | 290,000 tested, 0.63% active; note: many of its hits are not listed in these tables
LYP phosphatase: inhibitors of LYP phosphatase, biochemical, fluorescence intensity, uHTS (AID 1779); recombinant LYP phosphatase, fluorescence intensity; higher % means a stronger effect; one-dose inhibition, % at 11.5 µM; IC50 in µM for titrated hits; 290,000 tested, 0.054% active;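 note: plate controls were vehicle with enzyme for no effect and no enzyme for full effect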
P. falciparum M17LAP: P. falciparum M17LAP inhibitors, primary screen, biochemical, fluorogenic H-Leu-NHMec substrate, 1536-well (AID 1619); 220,000 tested, 0.38% active; inhibition, % at 30 µM; hits with a dose series show IC50 in µM; recombinant M17LAP, H-Leu-NHMec fluorogenic kinetic assay; higher % means a stronger effect;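 active = compound inhibiting the enzyme by more than half at any dose during confirmatory dose-response retesting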;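 note: plate controls were full reaction with DMSO carrier for no effect and no enzyme background for full effect; strong numbers were not always called active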
AID2073: inhibitors of Mint1-CaV2.2 protein interaction, biochemical, HTRF (AID 2073). HTRF protein-protein interaction, Mint1-CaV2.2; higher % means a stronger effect. 290,000 tested, 0.19% active. one-dose inhibition, % at 20 µM; IC50 in µM for titrated hits; in the data active = inhibition mostly above about 51%, no sharp cut-off; note: some results filed as inactive read as strong as hits
XIAP antagonists: small molecules displacing peptide from XIAP – biochemical, IAP family, fluorescence polarization (AID 1018) | one-dose displacement, % at 20 µM; IC50 in µM for titrated hits | XIAP BIR domain, fluorescence polarization peptide displacement; higher % means a stronger effect | 200,000 tested, 0.007% active; in the data active = displacement above about 50%; note: a part of the inactive calls stands beside numbers as strong as those of hits
SIAH1 antagonists: blockers of Siah-1 interaction with plectin peptide – biochemical, fluorescence polarization, rhodamine-plectin, uHTS, primary screen (AID 1817) | Siah-1 / rhodamine-plectin peptide fluorescence polarization; higher % means a stronger effect | displacement, % at 20 µM; hits with a dose series show IC50 in µM | 290,000 tested, 0.02% active;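 active = displacement of at least 50% at 20 µM, with a fluorescence ratio check between 0.3 and a set limit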;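 note: plate controls were Siah plus tracer with DMSO for no effect and tracer alone without Siah for full effect; strong numbers were not always called active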
Hep lipid drop: hepatic lipid droplet formation modulation; AML12 mouse hepatocytes, oleate lipid droplets, BODIPY imaging; inhibition, % at 6.5 µM; AID 1656; 240,000 tested, 0.4% active;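 active = lipid droplet intensity inhibited by at least 50%, with more than 500 cells counted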
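System: AML12 hepatocytes (mouse). Probe or stimulus: oleic acid at 100 µM to induce lipid droplet formation. Times: overnight treatment with compound plus oleate. Detection: Image-based BODIPY and DAPI two-channel analysis. Evaluation: percent inhibition of filter-corrected integrated lipid droplet intensity per well.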
M1AAP inhibition: P. falciparum M1AAP inhibitors, biochemical, fluorogenic H-Leu-NHMec substrate, 1536-well (AID 1445) | 220,000 tested, 0.42% active | inhibition, % at 30 µM, or IC50 in µM where a hit was titrated | recombinant M1AAP, H-Leu-NHMec fluorogenic kinetic assay; higher % means a stronger effect;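 active = primary inhibition above the hit cutoff, then over 50% inhibition at one or more dose response concentrations, cut at about 23% in these data, passing the limit was not always enough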;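 note: plate controls were DMSO full reaction for no effect and no enzyme background for full effect; strong numbers were not always called active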
Hep lipid drop cells 6.5 µM: second read-out of Hep lipid drop, no call of its own (marks repeat the call); cell count; measured here: cell count, cytotoxicity flag;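 cells counted across two imaged fields per well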
An asterisk follows results filed as active; x = not tested or not shown. Cut-off read from the data, not from the text of the source, unless noted: active = inhibition above about 50%; inactive = the rest. These rows are one share of the data; rates above refer to the full screens.

SMILES	CSM14.1 death rescue	NOD2 inhibition	LYP phosphatase	P. falciparum M17LAP	AID2073	XIAP antagonists	SIAH1 antagonists	Hep lipid drop	Hep lipid drop cells 6.5 µM	M1AAP inhibition
Cc1nc2ccccc2c(=O)n1-c1ccc(F)cc1F	x	30.4%	-7.2%	10.1%	-3.4%	x	-0.4%	-8.4	740	2.1%
COc1cc(-n2c(=S)[nH]c3ccccc3c2=O)c(Cl)cc1Cl	2.4%	24.0%	-2.1%	0.8%	14.0%	-2.5%	-1.1%	x	x	-0.1%
CCc1ccc(N2C(=O)NC(=O)/C(=C/c3cccn3CCOc3ccc(C)cc3)C2=O)cc1	-1.9%	-76.5%	11.3%	-1.8%	17.5%	-3.3%	0.4%	-9.7	634	9.3%
CN(C)c1nc(N(C)C)nc(N(C#N)CCCl)n1	-1.1%	19.2%	-6.0%	-12.3%	-56.8%	-9.4%	-3.4%	-12.0	751	-8.8%
CCCCCn1c(=O)c(C(=O)Nc2ccccn2)c(O)c2ccccc21	x	41.3%	-3.8%	x	12.9%	x	1.7%	1.2	774	x
O=C(c1ccccc1)C(CN1CCCC1)c1ccccc1 (stereo not drawn)	-0.1%	20.8%	-14.0%	1.9%	1.3%	-10.4%	-4.4%	-2.2	600	4.3%
COc1cccc(C(=O)N2CCC3(CC2)OCCO3)c1	x	1.3%	-7.7%	6.5%	6.1%	x	-3.8%	6.1	691	4.5%
Cc1ccc(-c2nc3ccc(Cl)cc3n2OC(=O)N(C)C)cc1	1.3%	-31.3%	-4.5%	-11.8%	4.7%	-3.5%	1.2%	-3.2	839	1.3%
O=C1NC(=O)N(Cc2ccccc2)C(=O)/C1=C\c1ccco1	-2.3%	0.8%	1.1%	62.3µM*	31.6%	-1.8%	8.0%	0.5	654	19.2%
COC(=O)CCCC(NC(=S)N1CC2C[C@@H](C1)Cn1c2cccc1=O)C(=O)OC (stereo partly drawn)	x	0.9%	-7.3%	x	-4.5%	x	-0.9%	21.3	843	x

Exported with each value named: part of the list above.
O=C(c1ccccc1)C(CN1CCCC1)c1ccccc1 (stereo not drawn)
  CSM14.1 death rescue: -0.1%; NOD2 inhibition: 20.8%; LYP phosphatase: -14.0%; P. falciparum M17LAP: 1.9%; AID2073: 1.3%; XIAP antagonists: -10.4%; SIAH1 antagonists: -4.4%; Hep lipid drop: -2.2; Hep lipid drop cells 6.5 µM: 600; M1AAP inhibition: 4.3%
COc1cccc(C(=O)N2CCC3(CC2)OCCO3)c1
  CSM14.1 death rescue: x; NOD2 inhibition: 1.3%; LYP phosphatase: -7.7%; P. falciparum M17LAP: 6.5%; AID2073: 6.1%; XIAP antagonists: x; SIAH1 antagonists: -3.8%; Hep lipid drop: 6.1; Hep lipid drop cells 6.5 µM: 691; M1AAP inhibition: 4.5%

New compounds follow:
SMILES	CSM14.1 death rescue	NOD2 inhibition	LYP phosphatase	P. falciparum M17LAP	AID2073	XIAP antagonists	SIAH1 antagonists	Hep lipid drop	Hep lipid drop cells 6.5 µM	M1AAP inhibition
Cc1ccc(OP(=O)(NCc2ccccc2)Oc2ccc(C)cc2)cc1	-2.5%	4.0%	2.2%	1.7%	-2.6%	-4.4%	4.0%	-6.1	776	10.8%
COc1cc(C(=O)OC2C[C@H]3CC[C@@H](C2)N3C)ccc1O (stereo partly drawn)	x	5.6%	-4.9%	x	5.4%	x	8.7%	16.7	815	x
CCc1ccc2nc(N3CCC(C(=O)N4CCC5(CC4)OCCO5)CC3)sc2c1	-1.6%	1.4%	2.1%	-14.7%	-8.0%	-5.1%	0.4%	-22.4	778	2.1%
CCC(CC)C1C(C#N)=C(N)Oc2c1c(=O)oc1ccccc21 (stereo not drawn)	-2.6%	13.0%	1.1%	3.7%	18.6%	0.8%	19.7%	-27.0	676	5.0%
CCC(=O)c1cn(Cc2ccccc2)c2ccccc12	1.9%	18.2%	-3.3%	x	-12.2%	-5.1%	2.3%	-32.3	630	x
Cc1cccc(CN2CCCN(Cc3ccc(Cl)cc3)S2(=O)=O)c1	x	-2.8%	-1.2%	x	7.6%	x	-4.0%	13.5	845	x
Fc1ccccc1CN1CCN(c2ccc(Cl)cc2)CC1	x	10.9%	-5.6%	x	-6.5%	x	-2.0%	-17.6	804	x
Cc1ccc(-c2nc3ccccc3c(=O)n2-c2ncccc2C)cc1	-0.6%	2.8%	-0.2%	3.2%	-2.1%	-1.9%	1.1%	x	x	5.6%
CCc1cc2c(s1)NC(=O)CN=C2c1cccs1	-1.4%	-3.9%	-0.8%	7.0%	2.4%	-0.3%	2.6%	x	x	4.8%
Cc1ccc(CN2C3CCCC2CC(NC(=O)Nc2cccc(F)c2)C3)cc1 (stereo not drawn)	-3.7%	0.1%	0.1%	1.8%	-11.9%	-3.5%	3.1%	-12.1	559	-9.8%
COC(=O)c1ccc(CC(C(=O)c2ccccc2)N(C)C)cc1 (stereo not drawn)	x	-15.5%	-3.5%	x	6.2%	x	3.8%	x	x	x
COc1ccccc1NC(=O)c1cn(CCC#N)nc1-c1cccc(Cl)c1	x	5.6%	-8.3%	x	-2.0%	x	1.4%	-0.9	813	x
CCOC(=O)Cn1cc([N+](=O)[O-])nc1[N+](=O)[O-]	3.3%	24.6%	-1.0%	3.7%	13.5%	0.6%	2.4%	x	x	-0.9%
CN1C(=O)C(=Cc2ccc(N3CCOCC3)c([N+](=O)[O-])c2)C(=O)N(C)C1=O	-0.3%	7.2%	-3.6%	8.7%	13.9%	-1.6%	3.7%	-9.0	528	13.6%
CN1CCN(Cc2cn3cccnc3n2)CC1	3.6%	0.6%	-6.9%	0.1%	17.5%	-6.7%	-2.3%	23.0	697	4.5%
CCOP(=O)(OCC)C(CC)N1CCOCC1 (stereo not drawn)	0.2%	12.6%	-5.9%	5.0%	-2.1%	-3.3%	2.0%	5.9	786	-5.7%
O=C1CC(=O)N(c2ccc(Cl)cc2)C(=O)N1	x	-9.0%	-8.9%	x	1.7%	x	3.6%	-2.2	786	x
O=C1/C(=C/c2ccccc2Cl)N2CCC1CC2	x	-4.6%	-9.6%	-5.2%	14.2%	x	-5.2%	-17.2	667	6.7%
COc1ccc(S(=O)(=O)Cc2ccc(C(=O)N3CCC4(CC3)OCCO4)o2)cc1	-1.5%	-2.1%	-1.2%	-10.1%	9.2%	-1.3%	0.7%	x	x	1.4%
O=C1CCCN1c1ccc(S(=O)(=O)O)cc1 (tested in a mixture with another compound)	2.1%	9.5%	-7.7%	-4.7%	0.2%	-8.2%	-4.0%	-7.9	599	1.9%
CCCCCCn1c(O)c(C=NC2CCN(Cc3ccccc3)CC2)c(=O)[nH]c1=O	-3.4%	12.8%	-7.6%	9.4%	-3.7%	-4.2%	-1.5%	-1.8	766	-0.7%
Cc1c2cnn(CC(=O)N3CCC4(CC3)OCCO4)c(=O)c2c(C)n1Cc1ccccc1F	0.1%	-2.2%	4.7%	29.6%	23.9%	-3.3%	-1.1%	-2.2	769	2.4%
Cc1ccc(CN2CCCN(Cc3ccc(C)cc3)S2(=O)=O)cc1	x	-37.9%	-7.2%	x	9.6%	x	0.6%	-1.5	829	x
Cn1cccc1/C=C1\C(=O)NC(=O)N(CCC2=CCCCC2)C1=O	-3.1%	11.7%	0.6%	31.4%	15.5%	-5.0%	1.0%	21.1	648	6.4%
O=P(/C(=N/O)N1CCCCC1)(N1CCOCC1)N1CCOCC1	-0.1%	0.9%	2.1%	-9.7%	-2.7%	-5.0%	-4.7%	x	x	-3.9%
Cc1cccc(NC(=O)N2CC3CC(C2)c2cccc(=O)n2C3)c1 (stereo not drawn)	x	-10.5%	-9.3%	x	11.5%	x	-3.0%	-10.6	643	x
CCCCCn1c(=O)c(C(=O)Nc2cccc(C)c2)c(O)c2ccccc21	x	4.9%	1.3%	x	19.8%	x	1.0%	-31.8	774	x
COc1ccc(CNC(=O)/C=C/c2ccc3[nH]cc(CCN(C)C)c3c2)cc1	x	25.0%	-3.4%	-1.5%	13.0%	x	4.4%	-10.9	697	-1.7%
O=C(Cn1c(=O)n(CC2CS2)c2ccccc21)N1CCCCC1 (stereo not drawn)	4.1%	8.6%	-6.4%	-10.5%	3.9%	-4.2%	0.3%	-12.5	680	-8.9%
COc1cc(O)cc2c1C(=O)O[C@@H](C)CCCC(=O)CCCCC2	x	-11.9%	-7.1%	x	22.8%	x	0.7%	x	x	x
COc1cccc(N2C(=O)NC(=O)/C(=C/c3ccc([N+](=O)[O-])s3)C2=O)c1	x	12.7%	-0.3%	34.2%	13.9%	x	3.5%	-0.5	705	12.5%
COc1ccc(C2C(C#N)=C(N)Oc3c2c(=O)oc2ccccc32)cc1Cn1cc([N+](=O)[O-])cn1 (stereo not drawn)	0.1%	25.9%	-6.4%	-3.5%	14.6%	-7.7%	-0.3%	x	x	3.1%
OC(CCNCCc1c[nH]c2ccccc12)C(F)(F)F (stereo not drawn)	x	-5.7%	-6.2%	16.4%	3.7%	-5.6%	-3.0%	7.9	686	4.2%
O=C(c1cc(-c2ccncc2)nc2ccccc12)N1CCC2(CC1)OCCO2	-0.6%	4.9%	-5.7%	1.8%	2.0%	-2.9%	8.8%	x	x	-2.1%
CCCCn1c(=O)c(C(=O)NCc2ccccc2OC)c(O)c2ccccc21	x	9.8%	-4.5%	x	11.9%	x	-2.1%	-16.9	778	x
C[C@H](O)[C@H]1CC[C@H]2[C@@H]3CCC4=CC(=O)CC[C@]4(C)[C@H]3CC[C@]12C	-3.1%	-34.5%	-6.2%	2.7%	-3.3%	-0.7%	-9.4%	1.3	728	-4.0%
CCCCCn1c(=O)c(C(=O)Nc2c(C)n(C)n(-c3ccccc3)c2=O)c(O)c2ccccc21	3.6%	14.0%	1.2%	-1.4%	11.7%	-8.2%	1.5%	x	x	1.4%
COc1cccc(C(=O)C2CCCN(Cc3cccc(C)n3)C2)c1 (stereo not drawn)	-1.7%	12.2%	-5.1%	6.7%	24.0%	-9.9%	-4.2%	3.0	635	-8.8%
COc1ccc(-n2c(O)c(C(C)=NCc3ccco3)c(=O)[nH]c2=O)cc1	-1.7%	18.8%	-4.5%	11.0%	-9.6%	-6.4%	2.6%	x	x	10.8%
O=C(NC1CONC1=O)OCC(Cl)(Cl)Cl (stereo not drawn)	-0.6%	2.6%	0.5%	7.7%	3.0%	-1.5%	0.1%	-9.7	672	-0.1%
Cc1cccc(CN2CCN(c3ccc(Cl)cc3)CC2)c1	-1.2%	9.2%	-6.7%	1.4%	0.7%	0.4%	3.3%	-14.8	675	7.8%
CC1C(OC(=O)CCC(=O)NC(C)(C)CO)O[C@H]2OC3(C)CC[C@H]4[C@H](C)CCC1C24OO3 (stereo partly drawn)	x	64.5%*	-8.8%	x	12.3%	x	2.7%	-105.3	749	x
